Efflux pump mplx: blocks antifungal efflux pumps in multiplex yeast assay | S. cerevisiae Candida pump triplex, Nile Red efflux | inhibition, % at 10 µM | 0.44% of 330,000 active | AID 485275;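 active means plate passing quality check with inhibition over a set limit, or well fluorescence over plate mean plus 4 SD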;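 further: Nile Red retained in pooled yeast measured as flow cytometry median fluorescence; 0% = buffer negative control and 100% = Enniatin B positive control; higher means more Nile Red kept so more efflux inhibition; some compounds called inactive have numbers as strong as hits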
PP1 inh: counter-screen for PP5 inhibitors: inhibitors of human PP1-alpha. P62136. purified PP1alpha, OMFP fluorescence. inhibition, % at 6.7 µM. 0.9% of 320,000 active;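 active means inhibition above the mean inhibition of all tested compounds plus 3 SD, computed separately for each screening campaign, cut at about 15% in these data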
procasp3 activ: procaspase-3 (human) activation; 0.11% of 330,000 active; activation, % at 8.5 µM; recombinant procaspase-3 D3A, Ac-DEVD-pNA absorbance 405 nm;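 active means activation above the mean of all tested compounds plus 3 SD, cut at about 21% in these data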;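 further: 0% = DMSO alone and 100% = DMSO wells spiked with extra 5 µM PC-3 D3A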
Target sequence (P42574 whole entry D9A/D28A/D175A): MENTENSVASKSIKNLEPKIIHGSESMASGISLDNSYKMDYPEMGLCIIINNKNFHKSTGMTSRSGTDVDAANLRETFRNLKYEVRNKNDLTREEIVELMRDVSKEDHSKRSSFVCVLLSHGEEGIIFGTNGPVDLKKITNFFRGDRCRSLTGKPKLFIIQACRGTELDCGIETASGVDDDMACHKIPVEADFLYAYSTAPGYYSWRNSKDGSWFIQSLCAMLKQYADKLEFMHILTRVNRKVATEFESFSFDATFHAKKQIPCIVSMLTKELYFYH
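Assay system – Procaspase-3 D3A mutant, all three cleavage aspartates alanine · Controls – DMSO-only low control, 5 µM PC-3 D3A high control · Schedule – 1 h compound preincubation, 2 h substrate hydrolysis at 25 °C · Signal – 405 nm absorbance of p-nitroaniline, reads at 0 and 120 min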
GASC-1 inh: inhibitors of human GASC-1 (JMJD2C) demethylase; Q9H3R0; GST-JMJD2C(1-420) H3K9me3 demethylation, DELFIA europium; inhibition, % at 2.35 µM; 0.069% of 330,000 active;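 active means more than half of a compound's replicate wells show inhibition beyond 50%, single wells judged on their own value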;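 further: signal counts dimethyl H3K9 product captured on neutravidin plate; 0% = median of DMSO wells and 100% = 0.3 times that DMSO median; strong numbers were not always called active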
procasp7 counter: counter-screen for procaspase-3 activators: activators of human procaspase-7; P55210; recombinant procaspase-7, Ac-DEVD-pNA absorbance 405 nm; D23A/D198A/D206A triple mutant, cannot self-cleave; scale: DMSO 0, 5 µM enzyme 100; activation, % at 8.5 µM; 0.093% of 330,000 active;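 active means percent activation above the screen-wide mean plus 3 SD, cut at about 25% in these data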
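Detection: p-Nitroaniline absorbance at 405 nm, read at 0 and 120 min; system: Uncleavable procaspase-7 mutant enzyme; evaluation: % activation from two-timepoint absorbance difference, scaled to controls; times: 1 h enzyme–compound preincubation and 2 h substrate reaction, both 25 °C; buffer or medium: Zinc-free HEPES pH 7.4 with 300 mM NaCl, 0.01% Triton X-100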
CTSL1 counter: counter-screen for PFM18AAP inhibitors: inhibitors of F. hepatica cathepsin L1; recombinant F. hepatica cathepsin L1, Z-Leu-Arg-MCA fluorescence; inhibition, % at 5.96 µM; 0.49% of 300,000 active; AID 1906;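 active means inhibition above the mean of all tested compounds plus 3 SD, set per screening campaign, cut at about 17% in these data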;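 further: 0% = plate median of test compound wells and 100% = 1 µM Z-Phe-Ala-diazomethylketone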
PP5 primary: PP5 (human) phosphatase inhibition; P53041; inhibition, % at 6.7 µM; 0.18% of 320,000 active; AID 1987; purified PP5c, OMFP substrate fluorescence;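 active means inhibition above the campaign's mean inhibition across all tested compounds plus 3 SD, cut at about 9.5% in these data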;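 further: 0% = DMSO only and 100% = 100 µM cantharidin control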
Target sequence (P53041 whole entry, looked up): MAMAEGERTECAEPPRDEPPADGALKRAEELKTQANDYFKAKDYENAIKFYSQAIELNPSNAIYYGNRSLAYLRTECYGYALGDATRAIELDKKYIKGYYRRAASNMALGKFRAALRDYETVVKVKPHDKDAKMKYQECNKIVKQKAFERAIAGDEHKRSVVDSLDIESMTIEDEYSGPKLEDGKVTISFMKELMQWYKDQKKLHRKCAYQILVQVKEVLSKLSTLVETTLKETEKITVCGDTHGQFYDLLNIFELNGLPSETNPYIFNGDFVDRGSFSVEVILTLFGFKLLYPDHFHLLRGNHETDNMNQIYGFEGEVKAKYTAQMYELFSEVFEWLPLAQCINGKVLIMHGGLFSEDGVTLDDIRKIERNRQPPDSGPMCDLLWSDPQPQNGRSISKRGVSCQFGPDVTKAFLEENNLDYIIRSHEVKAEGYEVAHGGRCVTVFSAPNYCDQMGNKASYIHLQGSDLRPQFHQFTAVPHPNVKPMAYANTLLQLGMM
TPT1 inh: blocks Candida albicans tRNA 2'-phosphotransferase; 0.81% of 300,000 active; recombinant caTPT1, FP RNA substrate dephosphorylation; inhibition, % at 5 µM; AID 1962;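 active means inhibition above the mean of all tested compounds plus 3 SD, set per screening campaign, cut at about 24% in these data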;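 further: plate controls were DMSO alone for no effect and ferristatin control at 100 nM for full effect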
HCV core dimer: HCV core protein dimerization inhibition; 0.33% of 300,000 active; TR-FRET GST/Flag-core106 dimerization, 1536-well; inhibition, % at 5 µM;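 active means inhibition above the mean of all tested compounds plus 3 SD, set per screening campaign, cut at about 45% in these data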
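assay system = GST-tagged and Flag-tagged HCV core protein residues 1-106 | controls = unlabelled core106 and no-GST-core106 wells | incubation = compound-protein-antibody incubation 4 h at 22.5 °C | probe or stimulus = Eu donor and XL665 acceptor anti-tag antibodies | read-out = % inhibition based on acceptor/donor emission ratio | signal = TR-FRET 671 and 617 nm emission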
* = called active by the depositor; nt = not tested or not shown; & = joins results of further samples.

SMILES	Efflux pump mplx	PP1 inh	procasp3 activ	GASC-1 inh	procasp7 counter	CTSL1 counter	PP5 primary	TPT1 inh	HCV core dimer
Cn1cccc1CC(=O)N/N=C/c1cc([N+](=O)[O-])ccc1Cl	0.3	1.0	0.6	-0.2	-0.7	2.3	1.4	3.6	48.1*
CCCCN(CC)CCCNC(=O)CC1Oc2ccccc2NC1=O (stereo not given)	0.1	-10.1	-7.2	-1.7	-1.1	-0.1	4.1	0.2	2.7
S=C(NCCc1ccccn1)Nc1ccccc1Cl	-0.1	-4.3	7.3	6.0	-16.5	2.6	-1.7	-4.3	-6.8
COc1ccc(Cn2nc(-c3ccccc3)c(N3CCCCC3)cc2=O)cc1	-0.1	-0.5	3.8	2.5	-5.8	5.0	1.9	-0.4	17.1
O=C(CC1C(=O)NCCN1CC1CCCCC1)NCCCN1CCOCC1 (stereo not given)	0.0	-3.8	10.5	-4.5	1.8	1.1	2.1	-3.6	2.7
COc1cc(C(=O)N/N=C/c2coc3ccccc3c2=O)cc(OC)c1OC	-0.3	-1.3	7.4	51.7	8.0	-0.3	2.5	-1.9	8.5
O=C(c1cnccn1)N1CCN(S(=O)(=O)c2cccc(Cl)c2)CC1	0.0	nt	5.5	-1.5	2.0	nt	nt	nt	nt
CC(=O)Nc1ccc(S(=O)(=O)Nc2c(C)nn(-c3ccccc3)c2C)cc1	-0.1	0.2	4.6	4.6	14.3	-0.9	3.1	-3.0	-16.9
COc1ccc(C(=O)CN2CCN(c3ncccn3)CC2)cc1	-0.8	-0.4	-5.2	6.2	1.1	1.9	1.6	-4.5	-10.2
CC(C)C(=O)c1cc2c(cc1NC(=O)Nc1cccc3ccccc13)OCCO2	0.0	-1.2	-6.9	0.2	2.5	1.4	0.5	2.8	-3.2
Cc1cccc(C(=O)NNC(=O)c2c(O)c3ccccc3n(C)c2=O)c1	0.1	5.2	2.0	-4.7	-3.5	-0.3	-2.2	1.3	-3.6
Cn1cnc2cc(NCc3ccc(Cl)cc3)ccc21	0.1	3.8	-1.2	12.3	7.4	-0.1	0.5	-2.1	-6.5

3 entries from above, arranged by the value under Efflux pump mplx, smallest number first:
canonical_smiles	Efflux pump mplx	procasp3 activ	GASC-1 inh	PP5 primary	TPT1 inh	HCV core dimer
COc1ccc(C(=O)CN2CCN(c3ncccn3)CC2)cc1	-0.8	-5.2	6.2	1.6	-4.5	-10.2
S=C(NCCc1ccccn1)Nc1ccccc1Cl	-0.1	7.3	6.0	-1.7	-4.3	-6.8
O=C(CC1C(=O)NCCN1CC1CCCCC1)NCCCN1CCOCC1 (stereo not given)	0.0	10.5	-4.5	2.1	-3.6	2.7

Continued:
SMILES	Efflux pump mplx	PP1 inh	procasp3 activ	GASC-1 inh	procasp7 counter	CTSL1 counter	PP5 primary	TPT1 inh	HCV core dimer
O=C(COC(=O)C1CCN(c2ccc(C(F)(F)F)cn2)CC1)c1cccc(Br)c1	-0.1	-3.7	-17.6	6.1	4.1	-1.8	3.7	-2.8	0.6
N=C1CCCN1CC(=O)c1ccc(Cl)cc1	0.3	-1.3	-1.2	22.4	-3.8	0.9	1.4	-0.6	-2.3
COc1ccc2c(c1)C(c1ccccc1)=NNC(c1ccco1)=N2	0.0	3.7	-1.8	-7.6	3.8	6.2	1.2	1.5	0.2
CSc1ccc(CNc2ccccn2)cc1	0.0	-0.6	3.4	-4.2	-4.0	-5.0	-0.1	-0.2	1.8
CCOc1ccc(NC(=O)CN2C(=O)NC3(CCCCCC3)C2=O)cc1	-0.3	nt	3.0	-2.5	8.2	nt	nt	nt	nt
O=C(NCC(c1ccco1)N1CCc2ccccc21)c1ccccc1Br (stereo not given)	-0.1	-1.7	-13.3	11.8	1.9	0.5	1.0	-2.8	1.1
O=C(NCC(=O)N(c1ccc2c(c1)OCO2)C(C(=O)NC1CCCC1)c1cccs1)c1ccco1 (stereo not given)	0.0	-3.0	-4.2	22.0&-3.3	-2.6	-5.0	0.3	-1.3	2.0
Cc1ccc(Nc2nc(Oc3ccc(=O)[nH]n3)nc(N(C)C)n2)cc1	-0.2	-1.8	3.9	5.1	4.3	-1.4	2.6	-2.0	7.3
O=C(Nc1ccc2c(c1)nc1n2CCOC1)c1ccccc1	-0.3	2.3	4.5	-0.8	-0.4	1.4	0.9	0.1	-17.9
COc1ccc(/C=C2\SC(=S)N(Cc3cccnc3)C2=O)cc1C	-9.9	-1.3	1.1	-15.7	-1.7	0.2	3.2	2.6	-21.1
Cc1ccccc1OCCSc1nnc(-c2cccnc2)n1N	-0.1	-2.8	7.2	10.2	-3.2	-3.9	1.7	2.8	5.4
Cc1ccc(Cl)cc1N1CCN(C(=O)Cn2ncn3cccc3c2=O)CC1	-0.3	3.8	-4.2	16.6	9.2	3.1	1.9	-0.7	-2.4
COC(=O)C1N2C(=O)[C@@H](NC(=O)COc3ccccc3)[C@H]2SC1(C)C (stereo not given in full)	0.0	4.8	-0.8	-8.3	-1.8	-6.2	4.2	2.8	-0.6
CC(=O)c1cccc(NC(=O)c2cc(-n3cnnc3)ccc2Cl)c1	0.0	2.9	-0.9	-8.7	-10.8	1.5	3.2	-4.6	-4.2
COc1ccc(-c2nnc(SC)o2)c(OC)c1	0.1	-2.3	-2.5	42.2	1.5	0.7	2.9	-1.5	-3.2
CCOCc1c(C(=O)N2CCN(Cc3ccc(Br)s3)CC2)oc2ccccc12	0.1	1.6	-1.0	0.3	8.4	nt	-0.3	nt	nt
Nc1nc(-c2ccco2)nn1C(=O)c1ccc(Cl)cc1	0.0	0.4	-10.9	-10.0	3.6	-0.9	2.8	-4.6	-0.5
Cc1ccc(O)c(C(=O)c2cc(C(=O)NCCc3ccccc3)c(=O)n(CCc3ccccc3)c2)c1	-0.2	17.3*	1.7	0.4	-1.9	-0.9	3.6	8.8	27.0
Cn1c(=O)n(C)c2cc(C(=O)O)ccc21	0.0	0.3	-1.4	3.2	8.6	-0.5	1.8	-2.8	1.2
COc1ccccc1NC(=O)COC(=O)c1c[nH]c(=O)[nH]c1=O	-0.1	3.1	-4.4	-11.9	-3.9	1.5	0.4	0.1	-4.7
Fc1ccc(/C=N/Nc2nnnn2-c2ccccc2)cc1	0.1	-1.0	-3.3	10.9	1.8	1.4	4.2	-4.1	0.3
O=C(O)C1=CC[C@@H](c2ccc(Cl)cc2)N(S(=O)(=O)c2ccc(Cl)cc2)C1	-0.1	-0.6	3.9	-4.5	5.0	0.7	-1.5	0.7	11.0
CCCc1nc(SCc2ccccn2)c2c(=O)n(C)c(=O)n(C)c2n1	0.0	2.4	3.2	21.8	13.7	-1.2	1.0	-2.2	12.8
CC(NC(=O)c1ccco1)c1ccc(-n2ccnc2)cc1 (stereo not given)	0.0	-3.0	14.6	-8.3	0.7	0.3	1.5	-0.4	0.4
COc1ccccc1N1CCN(C(=O)COc2cccc3ccccc23)CC1	0.2	3.0	5.4	1.3	-3.5	1.2	-0.2	-0.9	8.9
O=C(CN1CCN(CCC(=O)Nc2ccccc2F)CC1)Nc1ccc(F)cc1	-0.4	-1.1	7.3	2.0	1.8	0.5	0.2	-0.3	-5.8
O=C(NCc1nc2ccccc2[nH]1)C1=C[C@@H](c2ccc(C(F)(F)F)cc2)C[C@@H](OCc2ccc(CO)cc2)O1	0.1	6.8	5.4	0.4	1.9	-0.8	4.9	-1.4	5.3
CCN(CC)S(=O)(=O)c1ccc2c(c1)nc(CCC(=O)Nc1ccc(N3CCOCC3)cc1)n2C	0.0	5.5	4.5	1.2	10.6	-3.2	0.6	-1.1	26.5
CN1[C@@H]2CC[C@H]1CC(OC(=O)c1c[nH]c3ccccc13)C2 (stereo not given in full)	-0.1	-3.1	-3.0	-23.0	4.1	-3.9	1.9	0.3	11.6
COc1cc2c(cc1OC)C(COc1cc(C)cc(C)c1)N(C(C)=O)CC2 (stereo not given)	0.0	-2.3	2.6	-0.4	-3.2	3.6	1.8	-2.4	10.7
CC(=O)c1cccc(N(C(=O)c2ccccn2)C(C(=O)NC2CCCCC2)c2ccccc2)c1 (stereo not given)	0.1	-0.4	-8.4	-16.0	-13.2	4.6	0.0	2.0	-1.5
CCC1(c2ccccc2)NC(=O)N(CC(=O)Nc2nnc(C3CC3)s2)C1=O (stereo not given)	-4.2	2.9	-8.9	15.5	3.5	-2.7	1.1	-1.0	-1.2
CCN1C(=O)c2ccccc2S(=O)c2ccc(C(=O)NCCN(CC(C)C)CC(C)C)cc21 (stereo not given)	0.1	-3.0	1.8	-14.7	7.7	-2.8	0.4	-3.8	13.7

Compound profiles (already shown).
O=C(CN1CCN(CCC(=O)Nc2ccccc2F)CC1)Nc1ccc(F)cc1 is listed with Efflux pump mplx: -0.4; PP1 inh: -1.1; procasp3 activ: 7.3; GASC-1 inh: 2.0; procasp7 counter: 1.8; CTSL1 counter: 0.5; PP5 primary: 0.2; TPT1 inh: -0.3; HCV core dimer: -5.8
COc1ccccc1N1CCN(C(=O)COc2cccc3ccccc23)CC1 is listed with Efflux pump mplx: 0.2; PP1 inh: 3.0; procasp3 activ: 5.4; GASC-1 inh: 1.3; procasp7 counter: -3.5; CTSL1 counter: 1.2; PP5 primary: -0.2; TPT1 inh: -0.9; HCV core dimer: 8.9
CCN1C(=O)c2ccccc2S(=O)c2ccc(C(=O)NCCN(CC(C)C)CC(C)C)cc21 (stereo not given) is listed with Efflux pump mplx: 0.1; PP1 inh: -3.0; procasp3 activ: 1.8; GASC-1 inh: -14.7; procasp7 counter: 7.7; CTSL1 counter: -2.8; PP5 primary: 0.4; TPT1 inh: -3.8; HCV core dimer: 13.7

Source: PubChem BioAssay (several laboratories)
